Bioassay records: PubChem BioAssay, National Center for Advancing Translational Sciences (NCATS)
AMA1 RON2 block – inhibitors of Plasmodium falciparum AMA1-RON2 interaction. Potency, µM (series often up to 58.2 µM), without a hit: at the highest dose activity change, negative = inhibition, usual class: inhibitors. 0.2% of 360,000 active. AlphaScreen AMA1-biotinylated RON2 peptide binding;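 further: potency means the concentration at half of the fitted maximal effect; 0% = vehicle wells and -100% = peptide control; nearly all actives have a fitted effect of over 45% in size; some results filed as inactive show a strong effect at the top dose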
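AMA1 (3D7) with his tag at 25 nM final met compounds first, then biotinylated RON2 peptide at 25 nM; detection used donor plus acceptor beads, 10 µg/mL apiece, read by AlphaScreen after 30 min at room temperature.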
AmpC no deterg – inhibitors of E. coli AmpC beta-lactamase without detergent | P00811 | AmpC nitrocefin hydrolysis, absorbance 480 nm, 0.0001% Triton | Potency, µM (top dose mostly 57.1 µM), inactives show top-dose activity change, negative = inhibition, usual class: inhibitors | 0.52% of 330,000 active | AID 485341;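 further: potency means the concentration at half of the fitted maximal effect; plate controls were no compound for no effect and no enzyme for full effect; nearly all actives have a fitted effect of over 20% in size; some results filed as inactive show a strong effect at the top dose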
Target sequence (P00811 whole entry, looked up): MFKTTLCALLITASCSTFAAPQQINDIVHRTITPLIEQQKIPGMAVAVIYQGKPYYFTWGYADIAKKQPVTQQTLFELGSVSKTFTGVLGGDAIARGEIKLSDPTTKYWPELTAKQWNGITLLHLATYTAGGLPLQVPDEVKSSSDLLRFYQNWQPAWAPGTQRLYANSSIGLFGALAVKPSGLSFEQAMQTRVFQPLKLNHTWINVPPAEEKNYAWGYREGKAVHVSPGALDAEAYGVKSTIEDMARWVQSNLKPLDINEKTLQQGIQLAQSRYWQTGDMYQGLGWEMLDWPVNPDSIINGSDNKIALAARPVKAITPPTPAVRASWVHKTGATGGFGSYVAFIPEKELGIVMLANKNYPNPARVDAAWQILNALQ
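20 mM phosphate pH 7.0 + 0.01% (detergent screen) or 0.0001% Triton X-100; 5.3 nM AmpC reagent; cpd preinc 15 min RT; nitrocefin (800 uM stock) to start; A480 q20 s × 4 min; Activity was normalised to no-enzyme and no-compound control wells.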
Shiga inhibitor – blocks Shiga toxin action in Vero cells | Vero cells, Shiga toxin protein synthesis inhibition reporter | inhibition, % at 38.7 µM | AID 2315 | 9.2% of 290,000 active; in the data active means inhibition mostly above about 28%, no sharp cut-off; inactive means mostly below about 43%; further: 0% is about no effect
HCMV antiviral – inhibitors of human cytomegalovirus; HFF cells, HCMV-luciferase reporter, 72 h; active compounds read low; activity change, negative = inhibition, % at 57.5 µM; 4.5% of 410,000 active; in the data active means activity change below about -60%; inconclusive means no clear call, values can overlap the other calls; inactive means above about -39%; further: on the % scale 0 is the no-effect control and ±100 the full control effect
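Inhibition of viral replication was scored as loss of reporter luminescence in HFFs infected with HCMV-luciferase (MOI 1 PFU/cell) for 72 h; compounds tested at 2 doses, normalized to buffer and Salinomycin controls.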
Cycloheximide cs – counter-screen for Shiga toxin inhibitors: cycloheximide protein synthesis inhibition; cell reporter, cycloheximide protein synthesis inhibition counterscreen; max response, %; 12% of 300,000 active; AID 2314; in the data active means max response mostly above about 13%, no sharp cut-off; inactive means mostly below about 14%; further: read at 38.3 µM for the half of the compounds with a filed dose; 0% is about no effect
AmpC detergent – blocks E. coli AmpC beta-lactamase in detergent assay | P00811 | AmpC hydrolysis of nitrocefin, absorbance 480 nm, 0.01% Triton | Potency, µM (titrated, usually from 114 µM), inactives show at the highest dose activity change, negative = inhibition, usual class: inhibitors | 0.041% of 370,000 active | AID 485294;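 further: potency means the concentration at half of the fitted maximal effect; 0% = no-compound wells and -100% = no-enzyme wells; nearly all actives have a fitted effect of over 25% in size; some results filed as inactive show a strong effect at the top dose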
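AmpC (5.3 nM in the dispensed reagent) in 20 mM phosphate pH 7.0 with 0.01% (detergent screen) or 0.0001% Triton X-100 was preincubated with compounds for 15 min at room temperature. Nitrocefin was then added from an 800 uM solution, and hydrolysis was followed at 480 nm.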
FBPA Giardia inh – Giardia lamblia aldolase inhibition; A8B2U2; Potency, µM (top dose mostly 59.6 µM), for inactives: at the top dose activity, negative = inhibition, most hits filed as inhibitors; 0.71% of 290,000 active; purified Giardia FBPA; further: potency means the concentration at half of the fitted maximal effect; on the % scale 0 is the no-effect control and ±100 the full control effect; nearly all actives have a fitted effect of over 55% in size
Target sequence (A8B2U2 whole entry, looked up): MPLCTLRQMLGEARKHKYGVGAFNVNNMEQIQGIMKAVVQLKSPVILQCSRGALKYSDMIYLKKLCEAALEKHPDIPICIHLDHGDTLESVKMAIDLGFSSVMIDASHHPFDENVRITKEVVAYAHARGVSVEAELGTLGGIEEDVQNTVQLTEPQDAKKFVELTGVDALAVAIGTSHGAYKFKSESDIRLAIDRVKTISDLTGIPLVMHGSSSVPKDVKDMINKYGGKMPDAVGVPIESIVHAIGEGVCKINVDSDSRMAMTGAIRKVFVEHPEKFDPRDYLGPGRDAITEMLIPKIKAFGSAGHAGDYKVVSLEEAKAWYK
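40 nM FBPA preincubated 10 min at RT with compound (up to 57.5 uM final), then substrate plus GAPDH/TPI/NAD/arsenate coupling and diaphorase/resazurin added. Fluorescence read after 20 min at RT, 525/598 nm.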
Starred values were filed as active, the others as inactive; ? = inconclusive; · = not tested or not shown; & = joins results of further samples; [ ] = dose if it differs, or a comment. Unless noted, the call rests on the fitted dose curve; in most records, active means well fitted curve in the direction sought with a large enough effect; inconclusive means small, poorly fitted or top-dose-only effect, or another doubt; inactive means no such curve, though single readings can be large; an effect the other way counts as inactive or inconclusive. Compounds were not picked by outcome (roughly 16% active in at least one column).

SMILES	AMA1 RON2 block	AmpC no deterg	Shiga inhibitor	HCMV antiviral	Cycloheximide cs	AmpC detergent	FBPA Giardia inh
N=c1n(CCN2CCOCC2)c2ccccc2n1CC(=O)c1cccc([N+](=O)[O-])c1	24%	129%[activator]	-22	43	-3	-8%	-14%
Cc1cc(=O)oc2c(C)c(OC(C)C(=O)NCCCN3CCOCC3)ccc12 (stereo not given)	5%	-12%	-11	-28	-1	4%	·
C=CCc1ccccc1OCCn1ccnc1	-25%	-11%	-6	-25	-4	-1%	-17%
COC(=O)c1ccccc1NC(=O)C1CC(=O)N(c2ccccc2)C1 (stereo not given)	6%	1%	-1	6	-2	?	2%
CC(C)CCN1CCN(Cc2ccc(C#CCCO)cc2)CC1CCO (stereo not given)	16%	-14%	-4	-24	1	-3%	3%
O=C1c2ccccc2-c2nc3ccccc3cc21	-2%	-4%	69*	167	34*	-1%	2%
CC1=C(C#N)C2(O)C(=O)c3ccccc3C2(O)N1 (stereo not given)	-11%	1%	-11	206	1	-5%	-1%
Cc1ccccc1NC(=S)NCCc1c[nH]c2ccccc12	-5%	-21%	12	-17	11	6%	-2%
CCCC(=O)NC(c1ccco1)c1cc([N+](=O)[O-])c2cccnc2c1O (stereo not given)	-25%	-18%	-7	-64*	10	-7%	7.1µM*
O=C1CCCC(O)=C1N=Nc1ccc2ncsc2c1	-7%	2%	88*	-28	49*	1%	-24%
CCOc1cc(CN2CCCCCC2)ccc1OC	8%	2%	-4	22	-1	?	?
CCN(CC(=O)Nc1ccccc1OC)C(=O)c1ccc(NC(=O)c2cccs2)cc1	-18%	-42%	·	0	·	-1%	·
c1cnc(N2CCN(Cc3ccc4c(c3)OCO4)CC2)cn1	-5%	-7%	-16	-17	1	-5%	1%
COc1ccc(CCNC(=O)CCCOc2ccc(C)cc2)cc1OC	-3%	1%	-2	-37	-1	?	9%
C[C@H](CO)N1C[C@H](C)[C@@H](CN(C)C(=O)Nc2ccccc2)Oc2ccc(NC(=O)Cn3cnnn3)cc2C1=O	-3%	-10%	·	3	·	·	·
CC(C(O)c1ccc(O)cc1)N1CCC(Cc2ccccc2)CC1 (stereo not given)	-2%&14%&1%	-35%&-33%&-42%	-9&-19&-19	?	-4&-5&2	-2%&-8%	-4%&1%&2%&-1%
CN(C(=O)c1ccc2c(c1)S(=O)(=O)N=C1CCCCCN12)c1ccccc1	10%	-14%	·	34	·	?	·
CC(NC(=O)OC1CCCCC1)N1C(=O)C2C3C=CC(C3)C2C1=O (stereo not given)	-16%	10%	-8	0	11	-9%	·
COc1ccc(S(=O)(=O)N2CCCN(Cc3cccc(F)c3)CC2)cc1	-4%	-5%	18	-35	-2	-5%	-1%
CN(C)S(=O)(=O)c1ccc(C(=O)Nc2ccnn2C2CCCCC2)cc1	11%	0%	-8	-8	-7	?	3%
CCOC(=O)C1CCCN(C(=O)COC(=O)C2=COCCO2)C1 (stereo not given)	-4%	-30%	-6	7	-3	-12%	-7%
Cc1cc(C)n(C2CCCCC2OC(=O)CCc2ccccc2)n1 (stereo not given)	12%	55%	-4	-12	-2	-8%	0%
O=S(=O)(c1ccc(F)cc1)n1ccc(-c2cnc(-c3ccccc3)s2)n1	-19%	4%	30	119	1	1%	-8%
O=C(Cc1ccc(Cl)cc1)Nc1nc2ccccc2[nH]1	10%	-14%	7	63	-1	-9%	0%
COc1cc(/C=C/C(=O)c2ccc3c(c2)OCCO3)cc(OC)c1OC	-15%	44%	4	-99*	-1	-19%	4%
CCC1CCCCN1CCCNC(=O)c1cc2c(=O)oc3ccc(C)cc3c2s1 (stereo not given)	4%	35%	-2	0	-3	-6%	·
O=c1c(C(c2ccc(F)cc2)c2c(O)nc3n(c2=O)CCCS3)c(O)nc2n1CCCS2	7%	-24%	2	20	-2	-14%	8%
CC1(C)CC(=O)C2=C(C1)C(c1cn(-c3ccccc3)nc1-c1ccccc1)C(C#N)=C(N)O2 (stereo not given)	-4%[11.6 µM]	?	2	-12	23*	-16%	1%
COCCNC(=O)c1sc2ncn(CC(=O)N3CCCCC3)c(=O)c2c1C	-1%	-5%	-4	-14	-3	2%	5%
CCCc1cc(=O)oc2cc(OCC(=O)NC3CCN(Cc4ccccc4)CC3)ccc12	-7%	-19%	11	-24	-12	1%	·
CC(=O)N1CCN(CC(O)COc2ccc(Br)cc2)CC1 (stereo not given)	?	-1%	-5	21	-2	-11%	28µM*
O=C(NCc1cccs1)c1nc(-c2cccs2)no1	8%	-16%	66*	8	21*	?	-7%
Cc1noc(C(=O)Nc2ccccc2C(F)(F)F)c1Cl	0%	1%	16	-3	10	-15%	6%
CO/N=C/C(=N\Nc1ccc(OC)cc1)C(=O)c1ccc(OC)cc1	-7%	-17%	-14	-37	-4	2%	-3%
Cc1ccc2nc(-c3ccc(NC(=O)COC(=O)c4cncc(Br)c4)cc3)sc2c1	-8%	-50%	64*	55	39*	3%	4%
Cc1ccc(NC(=O)C(C)OC(=O)c2ccc(Cl)nc2)cc1S(=O)(=O)N1CCOCC1 (stereo not given)	-7%	-20%	·	13	·	-3%	·
C[C@@H]1O[C@@H](O[C@H]2[C@H](Oc3cc(O)c4c(c3)OC(c3ccc(O)cc3)CC4=O)O[C@H](CO)[C@@H](O)[C@@H]2O)[C@H](O)[C@H](O)[C@H]1O (stereo not given in full)	-3%	-23%	·	-28	·	?	·
Cc1ccc(NNC(=O)c2c(F)cccc2Cl)cc1C	-30%	-21%	25	-18	13	-6%	-3%
Cc1cccc(/C(N)=N/OC(=O)CCC2CCCCC2)c1	19%	-14%	29	29	18	?	0%
CC(=O)NS(=O)(=O)c1ccc2c(c1)Cc1cc(S(=O)(=O)NC(C)=O)ccc1-2	-37%	-8%	·	64	-1	?	-3%

Ordered by SMILES length (lowest first): some entries from above
SMILES	AMA1 RON2 block	AmpC no deterg	Shiga inhibitor	HCMV antiviral	Cycloheximide cs	AmpC detergent	FBPA Giardia inh
O=C(NCc1cccs1)c1nc(-c2cccs2)no1	8%	-16%	66*	8	21*	?	-7%
Cc1ccc(NNC(=O)c2c(F)cccc2Cl)cc1C	-30%	-21%	25	-18	13	-6%	-3%
Cc1noc(C(=O)Nc2ccccc2C(F)(F)F)c1Cl	0%	1%	16	-3	10	-15%	6%
Cc1cccc(/C(N)=N/OC(=O)CCC2CCCCC2)c1	19%	-14%	29	29	18	?	0%
Cc1cc(C)n(C2CCCCC2OC(=O)CCc2ccccc2)n1 (stereo not given)	12%	55%	-4	-12	-2	-8%	0%
CCOC(=O)C1CCCN(C(=O)COC(=O)C2=COCCO2)C1 (stereo not given)	-4%	-30%	-6	7	-3	-12%	-7%
CO/N=C/C(=N\Nc1ccc(OC)cc1)C(=O)c1ccc(OC)cc1	-7%	-17%	-14	-37	-4	2%	-3%
COCCNC(=O)c1sc2ncn(CC(=O)N3CCCCC3)c(=O)c2c1C	-1%	-5%	-4	-14	-3	2%	5%
CCC1CCCCN1CCCNC(=O)c1cc2c(=O)oc3ccc(C)cc3c2s1 (stereo not given)	4%	35%	-2	0	-3	-6%	·
O=S(=O)(c1ccc(F)cc1)n1ccc(-c2cnc(-c3ccccc3)s2)n1	-19%	4%	30	119	1	1%	-8%
CCCc1cc(=O)oc2cc(OCC(=O)NC3CCN(Cc4ccccc4)CC3)ccc12	-7%	-19%	11	-24	-12	1%	·
Cc1ccc2nc(-c3ccc(NC(=O)COC(=O)c4cncc(Br)c4)cc3)sc2c1	-8%	-50%	64*	55	39*	3%	4%
Cc1ccc(NC(=O)C(C)OC(=O)c2ccc(Cl)nc2)cc1S(=O)(=O)N1CCOCC1 (stereo not given)	-7%	-20%	·	13	·	-3%	·
CC1(C)CC(=O)C2=C(C1)C(c1cn(-c3ccccc3)nc1-c1ccccc1)C(C#N)=C(N)O2 (stereo not given)	-4%[11.6 µM]	?	2	-12	23*	-16%	1%
C[C@@H]1O[C@@H](O[C@H]2[C@H](Oc3cc(O)c4c(c3)OC(c3ccc(O)cc3)CC4=O)O[C@H](CO)[C@@H](O)[C@@H]2O)[C@H](O)[C@H](O)[C@H]1O (stereo not given in full)	-3%	-23%	·	-28	·	?	·

Gathered by group, those above with a nitro group on carbon (two)
SMILES	AMA1 RON2 block	AmpC no deterg	Shiga inhibitor	HCMV antiviral	Cycloheximide cs	AmpC detergent	FBPA Giardia inh
N=c1n(CCN2CCOCC2)c2ccccc2n1CC(=O)c1cccc([N+](=O)[O-])c1	24%	129%[activator]	-22	43	-3	-8%	-14%
CCCC(=O)NC(c1ccco1)c1cc([N+](=O)[O-])c2cccnc2c1O (stereo not given)	-25%	-18%	-7	-64*	10	-7%	7.1µM*

(more compounds)
SMILES	AMA1 RON2 block	AmpC no deterg	Shiga inhibitor	HCMV antiviral	Cycloheximide cs	AmpC detergent	FBPA Giardia inh
Clc1nc2ccccc2nc1-c1ccccc1	10%	-7%	11	-39	1	2%	2%
Nc1ccccc1SCC(=O)Nc1nccs1	4%	-13%	10	-5	4	11%	-8%
COc1ccccc1NS(=O)(=O)c1ccc(S(=O)(=O)N2CCOCC2)cc1	9%	37%	-18	-28	-2	1%	-1%
O=C(O)c1ccc(Cn2c(SCc3cc(=O)n4cc(Br)ccc4n3)nc3ccsc3c2=O)cc1	·	-23%[11.4 µM]	-7	?	-2	?	?
O=C(NCc1ccco1)/C(=C\c1cccs1)NC(=O)c1cccs1	17%	-16%	41	-19	-2	-4%	8%
COC(=O)c1ccccc1SC(CC(=O)c1ccccc1)c1ccc(F)cc1 (stereo not given)	-2%	-5%	107*	2	56*	-7%	0%
COc1ccc(OCCN2C(=O)NC(C)(c3ccc(C)cc3)C2=O)cc1 (stereo not given)	1%	9%	-3	-16	-1	-4%	1%
Cc1ccc(O)c(C2=NCCNC(C(F)(F)F)=C2)c1	6%	-5%	2	-10	-4	-8%	1%
Cc1ccc(CNc2ccc(N3CCOCC3)cc2)cc1	-23%	-2%	52*	-11	21*	-4%	5%
C=CCn1c(COc2cccc3ccc(C)nc23)nnc1SCC(=O)OC	4%	3%	-11	39	-3	?	-11%
C#CCOc1nc(Nc2cccc([N+](=O)[O-])c2)nc(OCC#C)n1	-7%	-53%	-22	-32	-3	7%	1%
CC(NC(=O)C(NC(=O)C1CCCN1C(=O)OC(C)(C)C)C(C)C)C(N)=O (stereo not given)	-8%	-1%	-1	-14	-2	-3%	-2%
CCOC(=O)c1ccc(S(=O)(=O)N2CCN(C(=O)c3cc(=O)c4ccccc4o3)CC2)cc1	-8%	79%[activator]	11	-3	-4	5%	-2%
COC(=O)c1sccc1NC(=O)c1cc(OC)c(OC)c(OC)c1	1%	2%	14	-35	2	-2%	0%
